# Bioassay records (PubChem)
# Ecoli viability = E. coli V3065 growth inhibition, primary screen, counter-screen for AddAB inhibitor project, absorbance, OD600; 330,000 compounds, 0.27% hits; 18 h; AID 449728, 2010; inhibition, % at 11.9 µM;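 active = inhibition above the campaign's mean inhibition across all tested compounds plus 3 SD, cut at about 9.9% in these data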;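 note: uninfected addAB+ strain grown without phage in ampicillin broth; 0% = DMSO wells and 100% = ciprofloxacin 0.95 µg/ml wells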
# HTR5A inv ctr = HTR5A inverse agonists in luminescence cell assay, primary screen, counter-screen for OPRM1-OPRD1 heterodimer inverse agonist project, full-deck HTS | HTR5A cell line, inverse agonism | inhibition, % at 9.3 µM | 340,000 compounds, 0.083% hits | AID 504634, 2011; in the data active = inhibition mostly above about 23%, no sharp cut-off; inactive = mostly below about 18%;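 note: 0% = cells with DMSO and 100% = no-cell wells with DMSO; some compounds called inactive have numbers as strong as hits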
# Target sequence (P47898 whole entry, looked up): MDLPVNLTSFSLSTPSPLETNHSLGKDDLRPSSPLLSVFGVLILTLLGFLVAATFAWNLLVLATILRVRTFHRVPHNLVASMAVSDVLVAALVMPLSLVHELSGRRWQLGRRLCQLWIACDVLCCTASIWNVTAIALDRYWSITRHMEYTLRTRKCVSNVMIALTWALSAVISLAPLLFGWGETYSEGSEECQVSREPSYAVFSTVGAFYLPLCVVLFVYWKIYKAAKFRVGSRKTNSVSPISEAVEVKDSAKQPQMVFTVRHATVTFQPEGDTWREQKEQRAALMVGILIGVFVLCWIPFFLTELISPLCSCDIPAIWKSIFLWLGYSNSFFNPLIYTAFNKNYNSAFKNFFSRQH
# Mot1-301 SUMO = yeast Mot1-301 growth rescue at high temperature, primary screen, SUMOylation pathway inhibitor project, S. cerevisiae, ATP luminescence, 38.5C | 320,000 compounds, 1% hits | growth rescue, % at 18.8 µM | S. cerevisiae Mot1-301 growth rescue; percent above DMSO median, 100 means doubled;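 active = every valid replicate shows activation above 250% relative to neutral control wells; inactive = the rest, any valid replicate at or below 250%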;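 note: OY570 slx delta 5 strain wells were the positive control but not used for scaling; some compounds called inactive have numbers as strong as hits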
# PKA-R1A activ = activators of PKA-R1A holoenzyme, primary screen, biochemical, fluorescence polarization, Cy5-IP20, bovine R1A, mouse PKAc. PKA-R1A dissociation; scaled: DMSO 0%, 113 µM cGMP 100%. 340,000 compounds, 0.083% hits. activation, % at 11.4 µM. AID 504707, 2011. cAMP-dependent protein kinase type I-alpha regulatory subunit (Bos taurus) + …;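 active = percent activation above the mean of all tested compounds plus 3 SD, cut at about 19% in these data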;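 note: higher means more PKAc released from R1A so a rise in polarization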
# HTR5A ag ctr = HTR5A agonists in luminescence cell assay, primary screen, counter-screen for OPRM1-OPRD1 heterodimer agonist project, full-deck HTS. 5-hydroxytryptamine receptor 5A (Homo sapiens), P47898. cell-based. activation, % at 9.3 µM. 340,000 compounds, 0.61% hits; in the data active = activation mostly above about 9.5%, no sharp cut-off; inactive = mostly below about 7.6%;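 note: 0% = cells with vehicle only and 100% = reference agonist; strong numbers were not always called active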
# Pemphigus Ab inh = inhibitors of pemphigus antibody binding to DSG3, primary screen, biochemical, bead-based, flow cytometry, scFv-GFP; Desmoglein-3 (Homo sapiens), P32926; DSG3-coupled beads, scFv-anti-DSG3-GFP binding; hits give low values; binding (percent of control), % at 10 µM; 310,000 compounds, 0.48% hits; AID 588358, 2011;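 active = binding more than 3 SD below its plate's average and above zero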;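 note: hits lower antibody fragment binding to DSG3; some compounds called inactive have numbers as strong as hits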
# MOR-DOR inv ag = inverse agonists of MOR-DOR heterodimerization, primary screen, cell-based, luminescence; Mu-type opioid receptor (Homo sapiens) + Delta-type opioid receptor (Homo sapiens), …; cell-based MOR-DOR heterodimer luminescence, inverse agonism; inhibition, % at 9.3 µM; 340,000 compounds, 0.21% hits; AID 504357, 2011; in the data active = inhibition above about 22%, passing the limit was not always enough;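 note: 0% = cells with DMSO and 100% = wells without cells with DMSO; values of inactives mirror those of a sister screen read the other way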
# phage Ecoli inh = growth loss of phage-infected E. coli, primary screen, RecBCD inhibitor project, absorbance, with phage, HTS; inhibition, % at 11.9 µM; 360,000 compounds, 0.26% hits; in the data active = inhibition above about 11%
# OPRM1-OPRD1 ag = agonists of OPRM1-OPRD1 heterodimerization, primary screen, cell-based, luminescence. AID 504326, 2011. 340,000 compounds, 0.3% hits. Mu-type opioid receptor (Homo sapiens) + Delta-type opioid receptor (Homo sapiens), …. activation, % at 9.3 µM. cells; in the data active = activation above about 18%;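 note: 0% = vehicle-treated cells and 100% = reference agonist; values of inactives mirror those of a sister screen read the other way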
# AddAB inh = growth inhibition of E. coli expressing H. pylori AddAB, primary screen, AddAB inhibitor project, absorbance. 330,000 compounds, 0.29% hits. inhibition, % at 11.9 µM; in the data active = inhibition above about 12%;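 note: 0% = vehicle wells of infected cells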
# PfHsp90 set2 = growth inhibition of PfHsp90-expressing yeast, primary screen, antimalarial PfHsp90 inhibitor project, S. cerevisiae, BacTiter-Glo luminescence, single point, set 2; AID 504621, 2011; inhibition, % at 9.4 µM; 310,000 compounds, 0.32% hits; BacTiter-Glo ATP, 48 h; yeast lacking PDR1 and PDR3 efflux regulators;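 active = every replicate shows inhibition above about 80%, whatever the replicate mean, limit read from the data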;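 note: 0% = DMSO neutral controls and 100% = 20 µM radicicol positive controls; yeast relying on Plasmodium falciparum Hsp90 in place of its own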
# An asterisk follows results filed as active; / = not tested or not shown. An unsorted share of the library, and some 3.2% of all compounds hit somewhere here.
SMILES,Ecoli viability,HTR5A inv ctr,Mot1-301 SUMO,PKA-R1A activ,HTR5A ag ctr,Pemphigus Ab inh,MOR-DOR inv ag,phage Ecoli inh,OPRM1-OPRD1 ag,AddAB inh,PfHsp90 set2
Cc1ccc(-n2nnnc2SCC(=O)Nc2ncc(Cc3ccccc3Cl)s2)cc1,2.6,8,-15,-12,6,100,-22,2.6,3.5,4.8,2
Cc1ccc(C(=O)NNC(=O)C2CCN(c3ncccn3)CC2)cc1,-0.8,-15,2,-5,5,100,5,0.1,-0.9,0.3,-5
Cc1ccc(C)c(NC(=O)Cn2cc(C(=O)C3CC3)c3ccccc32)c1,-1.3,-2,-8,9,1,97,14,1.4,-2.7,0.2,-19
Cc1ccccc1NCC(=O)N/N=C\c1ccc2c(c1)OCO2,-1.6,-2,-2,-2,1,103,-7,4.4,1.0,4.1,-4
Cc1ccc(OCCNC(=O)Cc2ccc(S(=O)(=O)N3CCOCC3)s2)cc1,0.1,-7,-11,-1,0,102,6,0.1,-1.1,-1.0,-21
NS(=O)(=O)c1ccc(Cl)cc1[N+](=O)[O-],-3.4,-1,4,-8,0,95,-9,2.3,1.5,-1.2,-19
NC(=O)C1=C[C@H](c2ccccc2)C[C@H](OCc2ccc(CO)cc2)O1,-1.2,4,-17,1,10,105,17,3.3,-3.0,4.5,-7
CSc1ccccc1NC(=O)CSc1nnc(Cc2ccccc2)o1,0.6,5,-13,8,-2,110,8,1.0,-1.5,2.5,-5
CCc1ccc(NC(=O)CCCN2C(=S)NC(C)(C)CC2C)cc1 (stereo unspecified),0.8,-11,2,3,4,103,14,0.8,-3.0,-12,15
CCOC(=O)c1c(N)sc(N)c1C(=O)OCC,2.8,12,-8,-8,8,94,51*,2.2,-10,4.3,18
Cc1cccc(/C=N/NC(=O)c2cc(-c3cccnc3)nc3c2c(C)nn3-c2ccccc2)c1,-3.5,-4,39,3,2,115,8,0.4,-1.5,-2.0,-17
COc1cccc(C(=O)N/N=C/c2ccc(Oc3ccc([N+](=O)[O-])cn3)c(OC)c2)c1,-2.2,10,-1,6,-3,104,0,3.8,0.1,0.2,-7
CC(C)(C)NC(=O)CN(C(=O)CCC(=O)Nc1nccs1)c1ccc(F)c(Cl)c1,0.0,-19,2,-9,5,101,2,-0.9,-0.3,1.3,-9
Brc1ccccc1/C=N/Nc1ccc2ccccc2n1,0.0,-12,12,-10,-2,125,-10,3.0,1.8,1.9,6
CC[C@]12c3[nH]c4ccccc4c3CCN1C(=O)C(CC(=O)NCc1cccc(C(F)(F)F)c1)C[C@@H]2C(=O)N1CCN(C(=O)C2CC2)CC1 (stereo partly specified),-2.5,4,-23,-3,-1,99,3,-0.2,-0.7,1.5,-5
COCc1c(C(=O)OCC(=O)c2c(N)n(CC(C)C)c(=O)n(C)c2=O)oc2ccccc12,0.3,-6,3,-10,1,102,2,4.9,-0.3,-0.8,-22
COc1ccc(NS(=O)(=O)c2ccc(N3CCOCC3)c(NC(=O)c3ccc(F)cc3)c2)cc1,-1.0,-16,-8,3,6,98,-7,5.0,1.4,2.1,-16
CC(C)(C)NC(=O)COC(=O)c1ccccc1Oc1ccccc1,0.7,6,104,-1,-2,97,12,0.6,-2.4,0.4,-25
Cc1nn(-c2ccccc2)c(Cl)c1C(=O)Nc1nnc(C2CCCC2)s1,-1.4,-9,0,-12,0,109,15,-2.8,-3.0,1.2,1
CN(C)c1ccc(NC(=O)CSc2nc3c(c(=O)[nH]2)CCCC3)cc1,-3.2,11,-15,-5,4,102,-18,/,3.3,-1.5,15
CCOC(=O)c1c(/N=C/C2=C(O)CC(C)(C)CC2=O)sc(C)c1C,-0.3,-1,21,2,0,106,6,5.0,-1.1,3.3,6
COc1ccc(S(=O)(=O)N(C)c2ccc(C(=O)N3CCCCC3)cc2)cc1OC,-1.6,-16,158,-12,6,101,0,1.4,0.1,-3.3,-1
O=C(CCSCc1cccc(Cl)c1)NCCC1=CCCCC1,-1.5,-5,28,-5,2,100,-4,1.9,0.8,-0.9,-20
O=C(NN1CCOCC1)c1ccc(Cl)c([N+](=O)[O-])c1,1.7,19,5,-5,-1,109,18,1.6,-5.4,1.8,16
O=C(CSc1ncnc2sccc12)Nc1ccc(S(=O)(=O)N2CCOCC2)cc1,/,8,/,-4,-1,88,7,2.8,-1.4,/,-5
# The listing continues:
SMILES,Ecoli viability,HTR5A inv ctr,Mot1-301 SUMO,PKA-R1A activ,HTR5A ag ctr,Pemphigus Ab inh,MOR-DOR inv ag,phage Ecoli inh,OPRM1-OPRD1 ag,AddAB inh,PfHsp90 set2
C[C@@]12C(=O)N(Cc3ccccc3)CC(=O)N1[C@H](/C=C/c1ccccc1)[C@@H]1C(=O)N(c3ccccc3)C(=O)[C@@H]12,-1.4,8,6,-14,-1,105,9,-1.1,-1.7,0.8,12
O=C1CC2C(=O)NCCN2C(=NC(=O)c2ccc(Cl)cc2)N1 (stereo unspecified),1.8,-6,-5,-1,2,103,11,2.6,-2.2,0.4,7
CCCCC(=O)Nc1ccc2c(c1)nc(CCN1CCN(c3ccccn3)CC1)n2C,0.8,9,2,2,-2,92,8,2.1,-1.8,2.2,-23
CN(C)CC/C=C1\c2ccccc2CSc2ccccc21,-3.0,14,8,-10,2,112,9,4.6,-1.5,-0.6,-13
COc1ccc2cc(CCNC(=O)C3CCCC3)c(=O)[nH]c2c1,0.2,16,1,1,-6,103,-2,0.5,0.3,2.9,3
O=C(Nc1cccc2ccccc12)c1cc2c(cc1Br)OCO2,4.0,3,-16,-20,-1,97,5,1.5,-1.0,2.2,-9
Nc1cc(=O)[nH]c(SCC(=O)Nc2ccc(N3CCOCC3)cc2)n1,3.0,-14,29,-7,0,/,11,0.1,-2.9,-0.5,5
COc1ccc(NC(=O)c2ccc(S(=O)(=O)N3CCCCCC3)cc2)c(OC)c1,-1.4,-12,-17,-6,5,105,14,2.0,-2.6,-1.4,-16
CCOC(=O)C1=C(O)/C(=C/c2cc(OC)c(OC)c(OC)c2)N=C1C,-0.3,15,-23,-2,1,103,2,1.9,-0.3,2.1,4
COC(=O)c1cn(CCOc2ccccc2)c2ccccc12,1.0,1,187,-21,0,99,-19,1.8,3.8,3.6,-3
COc1ccc(CNC(=O)CS(=O)Cc2nc(-c3ccccc3C)oc2C)cc1 (stereo unspecified),0.4,10,11,-1,0,87,8,3.6,-1.4,1.7,14
CC(=O)N1CCc2c(sc(NC(=O)Cc3ccc(F)cc3)c2C(N)=O)C1,1.7,0,8,-5,5,100,13,3.4,-2.5,2.0,-17
Cn1c(=O)n(C)c2cc(NC(=O)CSc3ccccc3)ccc21,-1.0,-13,-5,-4,3,122,6,2.5,-1.1,1.5,3
CCS(=O)(=O)C(=C(Nc1ccc(OC)cc1)Nc1ccc(OC)cc1)S(=O)(=O)CC,-0.8,5,-11,-2,-2,100,10,3.0,-1.8,0.2,9
COC(=O)c1ccc(C2c3c(oc4ccc(Cl)cc4c3=O)C(=O)N2CCN2CCOCC2)cc1 (stereo unspecified),-0.2,-22,-13,3,8,95,5,1.1,-0.9,-0.8,7
COc1ccc(S(=O)(=O)N2CCN(C(=O)c3c(-c4ccccc4)noc3C)CC2)cc1,-3.1,-5,7,2,2,109,11,2.3,-1.8,1.5,9
C#CCOCCOCCOCCNc1nc(N2CCN(C(=O)Cn3cc(CCCCN)nn3)CC2)nc(N2CCN(C(=O)Cn3cc(CCCCN)nn3)CC2)n1,-5.2,-14,1,-2,8,103,9,1.9,-1.7,-1.8,4
Cc1cc(NC(=O)c2noc3c2CCCC3)no1,-0.1,1,-12,-3,1,109,8,1.6,-1.4,2.4,7
Cc1cc(C)c(C(=O)COC(=O)c2c(C)noc2C)cc1C,-2.9,-23,5,-1,8,/,-6,1.5,1.6,-1.8,3
Cc1ccc(-n2nnnc2SC(C)C(=O)NCC(=O)Nc2ccc(F)c(F)c2F)c(C)c1 (stereo unspecified),-0.8,8,-14,-3,6,83,-15,3.2,3.2,3.2,7
Cc1ccc(NC(=O)C(C)N2CCc3ccccc3C2)cc1 (stereo unspecified),1.1,0,-6,-2,0,101,-5,3.3,0.8,1.2,0
O=C(N/N=C/c1ccc(Cl)cc1Cl)C(=O)NC1CC1,1.6,-11,/,-18,0,90,16,3.8,-2.9,1.2,-20
CCOc1ccc(C2=Nn3c(nnc3-c3ccccc3OC)SC2)cc1,-3.6,14,-12,-6,-5,106,3,2.3,-0.7,0.8,/
O=C(COC(=O)CNC(=O)c1ccc(Cl)cc1Cl)Nc1ccc(N2CCOCC2)cc1,1.8,-9,1,-2,0,103,-2,2.6,0.3,1.7,-9
Cc1cccc2cc(-c3ccccc3)c(-c3ccccc3)c[n+]12,-0.8,-4,33,-1,8,112,10,1.2,-1.8,3.7,-6
# Additional compounds follow.
SMILES,Ecoli viability,HTR5A inv ctr,Mot1-301 SUMO,PKA-R1A activ,HTR5A ag ctr,Pemphigus Ab inh,MOR-DOR inv ag,phage Ecoli inh,OPRM1-OPRD1 ag,AddAB inh,PfHsp90 set2
CC1(C)C(=O)OC(C(=O)c2ccc(C(C)(C)C)cc2)C(C)(C)C1=O (stereo unspecified),-2.9,11,-7,-6,-5,/,-10,1.4,2.3,3.0,-16
OCC[C@H]1C[C@@H](O)[C@H](O)[C@@]2(CCc3ccccc3O2)O1,-1.5,-10,18,-2,1,101,11,-0.3,-1.9,3.7,-1
CC(CN1CCCC1)OC(=O)c1ccc(Br)cc1 (stereo unspecified),0.7,-21,1,-1,5,96,-7,0.1,1.2,-1.9,-6
CC1CC(C)CN(CCCNC(=O)c2csc3c2CCCCC3)C1 (stereo unspecified),3.6,-18,87,5,5,106,-1,0.6,0.2,3.0,-2
CCC1CCCCN1CCCNC(=O)CN1C(=O)COc2ccccc21 (stereo unspecified),-0.7,8,5,-6,-2,101,16,1.3,-3.3,3.2,-8
CCc1cccc(CC)c1NC(=S)NC(C)c1ccccc1 (stereo unspecified),-2.1,12,31,-5,-5,104,-10,3.6,2.0,0.3,-18
CC1CN(C(=O)c2ccc(N3CCCCC3)c([N+](=O)[O-])c2)CC(C)O1 (stereo unspecified),1.5,-14,-9,6,3,104,18,2.3,-3.5,2.1,/
COc1ccc(C2=C(SC)CC2=NC(C)(C)C)cc1,1.2,9,62,7,-4,103,9,2.1,-1.4,4.6,11
COc1ccc2nc(N=Nc3ccc(N(C)C)cc3)sc2c1,/,-21,/,-14,4,89,14,4.3,-2.7,/,61
